N-glyco inh: increase of ERlucT glycosylation luciferase signal, primary screen, N-linked glycosylation inhibitor project, D54 ERlucT cells, luminescence, set 2; D54 ERlucT glycosylation luciferase reporter, 24 h; percent of 100 nM tunicamycin response; reporter increase, % at 12.5 µM; 360,000 tested, 0.23% active; AID 588692, 2011;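 active = mean luciferase reporter signal, scaled so untreated is 0 and the glycosylation-blocking control 100, at or above a set limit in every replicate; inconclusive = mean reaches the limit but not every replicate does; inactive = mean below the limit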;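 also: luciferase carries N-glycosylation sites so blocking glycosylation raises the light; 0% = median of neutral control wells and 100% = median of 100 nM tunicamycin wells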
HTR2A ag: mouse Htr2a agonists via beta-arrestin recruitment, primary screen, cell-based, luminescence; 5-hydroxytryptamine receptor 2A (Mus musculus), P35363; CHO-K1 mHTR2A beta-arrestin complementation; percent of 30 µM serotonin response; activation, % at 7.6 µM; 360,000 tested, 0.66% active; AID 624169, 2012;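 active = activation above a run cutoff, the mean activation of all tested compounds plus 3 SD, cut at about 14% in these data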;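 also: 0% = plate median of compound wells and 100% = 30 µM serotonin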
Target sequence (P35363 whole entry, looked up): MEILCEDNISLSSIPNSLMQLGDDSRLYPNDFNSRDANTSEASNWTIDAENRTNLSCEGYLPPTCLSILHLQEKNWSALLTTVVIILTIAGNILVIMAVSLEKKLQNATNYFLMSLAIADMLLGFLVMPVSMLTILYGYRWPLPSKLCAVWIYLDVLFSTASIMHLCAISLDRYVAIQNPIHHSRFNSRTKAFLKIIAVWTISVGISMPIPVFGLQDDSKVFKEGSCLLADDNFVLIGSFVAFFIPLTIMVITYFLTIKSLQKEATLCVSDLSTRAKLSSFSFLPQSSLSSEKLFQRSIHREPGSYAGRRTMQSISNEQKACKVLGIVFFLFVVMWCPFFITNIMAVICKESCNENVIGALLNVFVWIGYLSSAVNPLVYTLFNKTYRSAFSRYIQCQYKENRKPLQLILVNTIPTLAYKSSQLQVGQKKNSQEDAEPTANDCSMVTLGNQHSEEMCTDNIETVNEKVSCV
aDG glyco up: activators of alpha-DG glycosylation, primary screen, uHTS, Pro5-aDG cells, AlphaScreen; alpha-DG glycosylation AlphaScreen (IIH6); 0% Pro5, 100% B10-LARGE cell signal; activation, % at 10 µM; 360,000 tested, 0.22% active; AID 624168, 2012;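 active = activation of at least 8% versus controls, or a plate z-score of at least 8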;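 also: Pro5 are CHO cells carrying HIG-tagged alpha-DG that lacks glycosylation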
PDI inh: inhibitors of human PDI, primary screen, biochemical, turbidity, single point, plate reader; Protein disulfide-isomerase (Homo sapiens), P07237; PDI insulin aggregation turbidity, A650, 90 min; inhibition, % at 10 µM; AID 588391, 2011; 350,000 tested, 0.052% active;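 active = mean inhibition across replicates of 30% or more, whatever share of single replicates reach that level; inconclusive = mean inhibition below 30% while every single replicate reaches 30%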;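 also: absorbance from insulin aggregation driven by PDI reduction with DTT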
ABCB6 inh MLPCN: ABCB6 transporter inhibitors, primary screen, K562-ABCB6 cells, flow cytometry, MLPCN library; ATP-binding cassette sub-family B member 6 (Homo sapiens), Q9NP58; K562-ABCB6 porphyrin accumulation, 1 h; active compounds read low; fluorescence ratio to DMSO, % at 10 µM; 360,000 tested, 0.19% active; AID 602162, 2011;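 active = fluorescence ratio to DMSO below 75%, the collection mean minus 3 SD; inconclusive = too few cells collected in the well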;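 also: signal is porphyrin accumulated inside mitochondria; 100% equals median channel fluorescence of DMSO control wells; lower ratio means ABCB6 inhibition with less porphyrin fluorescence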
MC4R antagonist: MC4R antagonists of cAMP signaling, primary screen, cell-based, TR-FRET, antagonist arm of biased-ligand search; AID 540295, 2011; 360,000 tested, 0.48% active; MC4R-expressing cells, MTII-stimulated cAMP, LANCE TR-FRET; Melanocortin receptor 4 (Homo sapiens), P32245; inhibition, % at 6.5 µM;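 active = inhibition above its plate's cutoff, the mean of tested wells on that plate plus 3 SD, cut at about 29% in these data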;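 also: 0% = Melanotan II alone and 100% = Melanotan II plus saturating MCL0020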
Target sequence (P32245 whole entry, looked up): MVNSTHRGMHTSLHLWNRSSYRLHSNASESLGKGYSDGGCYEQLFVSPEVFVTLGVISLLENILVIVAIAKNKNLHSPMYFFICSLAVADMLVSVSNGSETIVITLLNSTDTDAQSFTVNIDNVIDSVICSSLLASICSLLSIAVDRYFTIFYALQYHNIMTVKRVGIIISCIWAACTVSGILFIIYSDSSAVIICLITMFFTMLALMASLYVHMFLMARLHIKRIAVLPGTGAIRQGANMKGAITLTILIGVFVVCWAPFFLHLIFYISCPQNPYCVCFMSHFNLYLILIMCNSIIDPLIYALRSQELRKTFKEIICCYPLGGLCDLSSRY
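material = U2OS cells stably expressing human melanocortin 4 receptor (MC4R) | also added = Melanotan II challenge | dosing = single nominal compound dose of 6.5 µM | detection = TR-FRET with Eu-cAMP and labeled anti-cAMP, 671 nm | replication = singlicate | timing = compound 30 min, challenge 1 h, detection 1 h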
Cardio protect: cardioprotection against H2O2-induced cell death, primary screen, uHTS, H9c2 cells, ATPLite luminescence | H9c2 cardiomyocytes, H2O2 injury protection, 2 h | protection from H2O2 cell death, % at 20 µM | 360,000 tested, 0.63% active | AID 588492, 2011;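 active = compounds giving at least 50% protection of heart cells from peroxide-induced death in the single-dose screen, raw or plate-pattern-corrected value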;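 also: 0% = DMSO wells with peroxide and 100% = DMSO wells without peroxide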
MC4R ag barr: MC4R agonists recruiting beta-arrestin, primary screen, cell-based, luminescence, agonist arm of biased-ligand search | U2OS MC4R beta-arrestin complementation; percent of melanotan II response, DMSO zero | 360,000 tested, 0.98% active | activation, % at 8.9 µM;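 active = activation above a per-plate cutoff, the mean activation of sample wells on that plate plus 3 SD, cut at about 8% in these data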
Vif imaging: HIV Vif self-association inhibitors, primary screen, imaging, HEK293T, single point. HEK293T cells, Vif self-association by quenched fluorescence, 24 h. inhibition, % at 7.49 µM. 340,000 tested, 0.35% active. AID 602346, 2012; in the data active = inhibition above about 50%, passing the limit was not always enough; inconclusive = no clear call, values can overlap the other calls; inactive = below about 31%; also: some results filed as inactive read as strong as hits
CaV13 FRET inh: Primary screen for inhibitors of IQ motif and Ca2+-dependent inactivation inhibitor domain binding in CACNA1D, Förster resonance energy transfer in living cells, … | HEK cells, CFP/YFP FRET ICDI-IQ, plate reader, 10 min; percent FRET-ratio fall versus neutral wells | inhibition, % at 12.3 µM | 340,000 tested, 0.098% active | AID 743397;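 active = mean replicate inhibition of at least 30% and at least 1% of replicates passing that level; inconclusive = only one of the two criteria is met; inactive = neither criterion is met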;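 also: 0% = median of the neutral control wells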
Active calls of the source: *; u = inconclusive; x = no result given.

SMILES	N-glyco inh	HTR2A ag	aDG glyco up	PDI inh	ABCB6 inh MLPCN	MC4R antagonist	Cardio protect	MC4R ag barr	Vif imaging	CaV13 FRET inh
Cc1cc(C)c(C#N)c(SC(C(=O)NC(C)(C)C)c2ccccc2)n1 (stereo not drawn)	2	3	0.0	-4	99	-4	-2	-1.2	-2	-5
O=C(CCCn1c(=O)[nH]c2ccccc2c1=O)NCCSCc1ccccc1	0	-1	0.2	5	98	7	0	6.4	-2	6
Cc1sc2ncnc(N3CCC(C(=O)Nc4nnc(SCc5ccccc5F)s4)CC3)c2c1C	-1	0	0.6	-2	91	10	-3	0.2	-4	-6
O=C(NNC(=S)NC(=O)c1ccccc1[N+](=O)[O-])c1ccccc1O	0	6	-0.5	21	102	6	8	-2.0	3	-3
CCc1nc2c(OCC(=O)c3ccc(Cl)cc3Cl)cccn2c1N(C=O)Cc1ccccc1	-4	5	-0.3	-1	99	1	-1	0.4	-10	-5
COC(=O)c1cn(C(=O)c2ccccc2Cl)c2ccccc12	4	3	0.5	-11	98	-2	-8	-0.6	3	4
CN1CCCN(C(=O)CNC(=O)c2ccccc2F)CC1	-1	0	0.7	2	97	9	0	0.4	18	-2
CCCN(CC(=O)Nc1ccc(C(N)=O)cc1)CC(=O)Nc1cc(Cl)ccc1Cl	1	3	0.3	8	86	10	3	-2.0	2	-3
CC(NC(=O)CCNS(=O)(=O)c1cccc2nonc12)c1ccccc1 (stereo not drawn)	1	-2	0.1	-3	94	8	0	-4.4	-8	-7
CC(=O)c1ccc(N(CC(=O)NC2CCCC2)C(=O)CNC(=O)c2cccs2)cc1	0	3	-0.1	2	100	8	1	-1.2	19	-4
COc1cccc(OCCOc2ccc(/C=C3\C(=N)N4N=C(S(C)(=O)=O)SC4=NC3=O)cc2OC)c1	3	4	0.1	8	115	9	2	0.6	-13	-7
Cc1cccc(C)c1OCCN1CCOCC1	0	9	0.2	-4	101	25	-1	1.1	10	-5
COc1cccc(NC(=O)NCc2ccc(F)cc2)c1	1	-3	-0.1	14	100	8	0	-0.3	1	-2
O=C(Nc1ccccc1Oc1ccccc1)c1ccccc1F	-2	-5	0.4	-7	98	6	-3	1.9	1	-2
O=C(Nc1ccc(-c2ccc([N+](=O)[O-])cc2)cc1)c1ccccc1F	1	-4	0.0	-3	100	9	6	-1.7	-6	5
Oc1ccccc1-c1n[nH]c(-c2ccccc2O)n1	-18	-2	-0.1	4	90	-3	-15	1.9	-12	-6
CC1Cc2ccccc2N1C(=S)NC(=O)C1(C)CC1(Cl)Cl (stereo not drawn)	1	-2	1.0	-4	98	-2	14	-2.4	-3	-2
Cc1cc(C)c(C(=O)NC2CC(C)(C)Cc3c2cnn3-c2ccccc2)o1 (stereo not drawn)	-3	6	0.4	-2	100	16	-2	-0.5	-10	-3
CC(C)(C)C(=O)CN1C(=O)NC2(CCc3ccccc32)C1=O (stereo not drawn)	0	4	-0.2	-1	102	9	2	-3.6	-1	-2
O=C(NCc1cccnc1)c1ccccc1-c1ccccc1	1	5	0.1	-1	105	-2	0	-4.2	1	2
COc1cccc(C(=O)NCCS(=O)(=O)NCc2ccco2)c1	-1	-2	0.2	-1	102	0	-7	-3.0	-2	-13
CSc1cccc(CN2CCC(CO)(Cc3ccccc3)CC2)c1	-1	3	-0.3	6	98	11	0	-1.0	5	-4
COc1ccc(C(=O)O/N=C(\N)c2ccncc2)cc1OC	1	-1	0.2	4	101	3	-2	2.1	4	-3
O=C(c1ccc(-c2ccccc2)cc1)C1CCCN(C(=O)c2ccncc2)C1 (stereo not drawn)	-1	-7	0.9	-6	94	3	-3	3.7	3	-11
CC(C)NC(=O)CN1CCN(C(=O)CCl)CC1	3	-3	-0.3	-1	95	2	-2	-2.6	2	-4

Continuation.
SMILES	N-glyco inh	HTR2A ag	aDG glyco up	PDI inh	ABCB6 inh MLPCN	MC4R antagonist	Cardio protect	MC4R ag barr	Vif imaging	CaV13 FRET inh
CCCN(CC(=O)Nc1ccccc1OC)C(=O)Cc1ccccc1F	0	6	0.1	-3	88	3	4	2.8	-8	-7
CCOc1cccc2cc(C(=O)NCc3ccccc3)c(=N)oc12	4	7	0.0	-4	101	8	-4	-0.2	-7	x
CCC(=O)Nc1cc2c(cc1Cl)-c1ccccc1C2	0	-7	0.2	-7	103	-4	-5	-2.2	-2	-6
Cc1cccc(C)c1-n1nnnc1C1(C)CCC(=O)N1Cc1cccnc1 (stereo not drawn)	x	1	0.0	x	97	x	x	x	x	-10
O=C(COc1cc(O)c2c(=O)cc(-c3ccccc3)oc2c1)c1cccc([N+](=O)[O-])c1	2	13	0.0	2	102	19	7	0.4	4	-4
CC(=O)Nc1ccc(S(=O)(=O)N(C)c2ccc(OCC(=O)OCC(=O)NCc3ccco3)cc2)cc1	-1	1	0.2	4	100	8	30	-1.6	-2	5
O=C(NCCCCc1ccccc1)c1ccccc1Br	-2	-3	0.0	-5	97	15	-5	2.7	1	-5
CC1=C(C#N)C(C)C2=C(CC(C)(C)CC2=O)N1 (stereo not drawn)	-1	5	-0.3	0	92	14	3	-2.7	7	-4
N#CC(C(O)c1ccccc1)N1CCOCC1 (stereo not drawn)	1	6	-0.3	2	103	5	6	-2.2	-6	-6
O=C(Nc1nnc([C@H]2C[C@H](O)[C@@H](CO)O2)s1)c1cccc(Cl)c1	3	6	0.1	12	100	6	3	0.5	3	-7
O=C(NCCCO)c1nnc(Cc2c(F)cccc2Cl)o1	1	0	0.3	-15	89	-2	3	2.1	-5	-4
CCCCN(CC)C(=O)C1CCC(=O)N(c2ccc(OC)cc2)C1c1ccc(OC)c(OC)c1 (stereo not drawn)	1	-5	-0.1	-8	93	2	2	-1.2	1	x
O=c1c2ccccc2cnn1Cc1ccc(Cl)c(Cl)c1	-5	3	0.0	0	104	14	1	2.1	-6	-3
Nc1c(C(=O)OCC(=O)Nc2ccc(OC(F)F)cc2)[nH]c(=O)[nH]c1=O	2	4	0.0	2	96	5	-1	0.7	4	-2
CN(c1ccc(C(=O)N2CCCCC2)cc1)S(=O)(=O)c1ccccc1	-1	0	0.9	-8	140	4	-19	0.2	-24	x
O=C(COC(=O)CCC(=O)c1ccc(Cl)cc1)NCc1ccc(F)cc1	2	-4	-0.2	-16	105	3	1	-0.8	3	-5
NC(=O)CC(NC(=O)c1cccc(Br)c1)c1ccc(NC2CCCCCCC2)c([N+](=O)[O-])c1 (stereo not drawn)	1	-2	-0.2	-8	101	11	-1	-0.7	1	-12
Cc1ccc2c(c1)N(CC(=O)N1CCN(c3ccccc3)CC1)C(=O)C(C)O2 (stereo not drawn)	1	-6	0.2	-21	102	8	-3	-1.9	13	-3
COc1ccccc1C(=O)N/C(=C\c1cn(S(=O)(=O)N(C)C)c2ccccc12)C(=O)N1CCCC1	0	4	0.1	-10	97	10	13	0.0	1	-2
Cc1ccc(NC(=O)C2(C)CCN2C(C)C)cc1C (stereo not drawn)	3	-6	-0.1	-1	103	1	3	1.6	x	-5
O=C(N/N=C\c1cccnc1)c1ccccc1O	0	-4	0.2	4	97	12	-15	0.2	-2	-1
S=C1N(c2ccccc2)C(c2cccc3ccccc23)N2CCCN12 (stereo not drawn)	4	3	0.0	-7	89	6	-4	-1.4	-8	x
COc1cccc(C(c2ccccc2)N2C3CCC2CN(S(=O)(=O)c2ccc(F)cc2)CC3)c1 (stereo not drawn)	-6	0	0.2	6	101	18	-4	-3.0	0	-2
O=C1NC(Cc2ccc(O)cc2)c2nc3cc(Cl)ccc3c(=O)n2-c2ncccc21 (stereo not drawn)	-1	-5	-0.3	u	104	10	4	0.4	5	-7
CCOc1ccc2ccccc2c1/C=N/NC(=O)CNC(=O)C(c1ccccc1)c1ccccc1	1	1	-0.1	-1	109	12	-3	-2.4	6	0

Next part.
SMILES	N-glyco inh	HTR2A ag	aDG glyco up	PDI inh	ABCB6 inh MLPCN	MC4R antagonist	Cardio protect	MC4R ag barr	Vif imaging	CaV13 FRET inh
Fc1cccc(NC(=S)N2CCc3ccccc32)c1	0	3	0.2	7	97	-2	-3	-1.3	0	x
CC(OC(=O)c1ccco1)C(=O)Nc1ccc(C(F)(F)F)cc1 (stereo not drawn)	-1	-1	0.0	-3	102	1	-6	1.1	4	-7
Cc1ccc2nc(-c3cccc(Br)c3)cc(C(=O)NC3=NCCS3)c2c1	-5	-7	-0.3	-6	87	4	13	-3.6	-3	-3
CCN(CC)c1ccc([N+](=O)[O-])cc1C(=O)N1CCOCC1	0	-2	0.6	-9	104	5	4	-0.9	-6	-2
COc1ccc(C)cc1NC(=O)NNC(=O)C(C)Oc1ccc([N+](=O)[O-])cc1 (stereo not drawn)	2	13	-0.2	1	102	12	0	-3.1	-5	-7
CCCOc1ccc(C(=O)CCCC(=O)c2ccc(OCCC)cc2)cc1	-1	-2	0.1	-3	96	10	-5	-0.2	24	-3
COc1ccc(S(=O)(=O)N2CCOCC2)cc1NC(=O)COc1ccccc1OC	-1	-2	-0.2	14	99	17	6	-0.9	0	-5
CCOC(=O)NC(CC(=O)O)c1ccc(OC)c(OC)c1 (stereo not drawn)	3	7	-0.1	-3	96	5	-2	-1.9	10	-4
O=C(COc1ccc(Br)cc1CNC1CCCCC1)NCCc1ccccc1	-6	-7	0.5	2	91	9	-13	6.1	-7	-2
O=C(O)/C=C/C(=O)NCC1CCC(CNC(=O)/C=C/C(=O)O)CC1 (stereo not drawn)	0	-3	0.1	-13	96	1	3	-0.8	-1	-5
CC(C)N(C(=O)COC(=O)[C@H](C)NC(N)=O)c1ccccc1	0	3	-0.1	3	100	-1	8	0.2	2	-7
Cc1nn(CC(=O)Nc2ccccn2)c(=O)c2ccccc12	-1	4	-0.3	-8	90	-5	0	0.8	5	-4

A draw from above in order of formula weight, lowest first:
SMILES	N-glyco inh	HTR2A ag	aDG glyco up	PDI inh	ABCB6 inh MLPCN	MC4R antagonist	Cardio protect	MC4R ag barr	Vif imaging	CaV13 FRET inh
Fc1cccc(NC(=S)N2CCc3ccccc32)c1	0	3	0.2	7	97	-2	-3	-1.3	0	x
O=C(Nc1ccccc1Oc1ccccc1)c1ccccc1F	-2	-5	0.4	-7	98	6	-3	1.9	1	-2
CC(OC(=O)c1ccco1)C(=O)Nc1ccc(C(F)(F)F)cc1 (stereo not drawn)	-1	-1	0.0	-3	102	1	-6	1.1	4	-7
